LMNA splice mod: qHTS Assay for Modulators of Lamin A Splicing; HeLa LMNA splicing GFP/RFP minigene ratio, 48 h; Potency, µM (highest dose often 46.1 µM), without a hit: at the top dose ratio change, negative = inhibition, usual class: inhibitors; hit rate 0.01% among 200,000; AID 1487, 2009; active means well fitted inhibition curve with a large enough effect in the signal ratio, with a control signal flat, not every such curve was filed as active; inconclusive means small, poorly fitted or top-dose-only effect, or effect the other way, or a change in a side signal; the % refers to the signal ratio; further: potency means the concentration at half of the fitted maximal effect; on the % scale 0 is the no-effect control and ±100 the full control effect
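S3 HeLa stable clones carrying a lamin A-EGFP splicing minigene plus DsRed2 were seeded at 600 cells/well in Opti-MEM with 2% FBS, pin-dosed and incubated 48 h at 37°C. Acumen cytometry (488 nm) gave the GFP/RFP total-intensity ratio.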
CBFb RUNX1 block: qHTS Assay for Compounds Blocking the Interaction Between CBF-beta and RUNX1 for the Treatment of Acute Myeloid Leukemia; Runt-related transcription factor 1 (Homo sapiens) + Core-binding factor subunit beta …; AlphaScreen CBFb-His/RUNX1-biotin binding, biochemical; Potency, µM (doses to about 59.8 µM), for inactives: at the highest dose activity, negative = inhibition, most hits filed as inhibitors; 230,000 tested, under 10 active; AID 1477, 2009; further: % of control where 0% means no effect
Target sequence (Q01196 whole entry, looked up): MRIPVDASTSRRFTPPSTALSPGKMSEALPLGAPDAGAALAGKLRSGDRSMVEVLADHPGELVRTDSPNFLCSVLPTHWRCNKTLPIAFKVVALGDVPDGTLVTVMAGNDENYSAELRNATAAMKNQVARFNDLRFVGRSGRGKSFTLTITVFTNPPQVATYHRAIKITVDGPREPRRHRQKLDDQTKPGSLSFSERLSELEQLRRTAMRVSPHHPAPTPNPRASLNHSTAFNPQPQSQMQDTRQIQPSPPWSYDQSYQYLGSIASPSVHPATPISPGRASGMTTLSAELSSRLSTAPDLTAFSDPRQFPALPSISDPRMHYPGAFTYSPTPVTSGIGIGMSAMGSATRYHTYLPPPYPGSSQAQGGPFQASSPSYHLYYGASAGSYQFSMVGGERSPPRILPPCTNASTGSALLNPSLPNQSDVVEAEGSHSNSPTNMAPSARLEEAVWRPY
Target sequence (Q13951 whole entry, looked up): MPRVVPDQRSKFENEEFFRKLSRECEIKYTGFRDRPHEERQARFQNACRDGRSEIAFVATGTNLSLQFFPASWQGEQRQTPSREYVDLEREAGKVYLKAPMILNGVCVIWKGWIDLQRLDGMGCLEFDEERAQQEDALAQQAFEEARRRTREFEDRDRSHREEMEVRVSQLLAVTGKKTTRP
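CBF-beta (His) and RUNX1 (biotin), 30 nM each; 20 min preassociation; + compound, 15 min; + beads 50 ng each (Ni, streptavidin), 90 min; RT; AlphaScreen read.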
GAA glycogen: qHTS Assay for Inhibitors and Activators of Human alpha-Glucosidase Cleavage of Glycogen; Lysosomal alpha-glucosidase (Homo sapiens), P10253; recombinant GAA, glycogen substrate, Amplex Red glucose oxidase fluorescence; Potency, µM (highest dose often 76.4 µM), without a hit: at the top dose activity change, negative = inhibition, hits mostly inhibitors; hit rate 0.38% among 300,000;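 further: potency means the concentration at half of the fitted maximal effect; 0% = full enzyme reaction and -100% = no-enzyme basal signal; the screen sought inhibitors and activators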
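Recombinant enzyme (4 nM final) with compounds titrated up to 77 uM and bovine liver glycogen (30 ug) in citrate pH 5.0, 0.01% Tween-20, 37 C 40 min. Released glucose detected by Amplex Red/glucose oxidase (Ex 573/Em 610); AC50 from Hill fits.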
HTT cytoprotect: qHTS Multiplex Assay to Identify Dual Action Probes in a Cell Model of Huntington: Cytoprotection (ATP); PC12 HTT-Q103 induced, cytoprotection, ATP luminescence, 40 h; Potency, µM (titrated, usually from 56.4 µM), for inactives: cytoprotection (ATP increase), most hits filed as activators; hit rate 0.14% among 230,000; AID 1471, 2008;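 further: potency means the concentration at half of the fitted maximal effect; % of control where 0% means no effect; nearly all actives have a fitted effect of over 45% in size; toxic huntingtin expression switched on by the ecdysone agonist tebufenozide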
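Stable PC12 Q103-GFP cells in serum-supplemented, phenol red-free DMEM; induction by tebufenozide at 100 nM final; compound dose series; cell viability quantified luminescently from ATP.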
HttQ103 aggreg: qHTS Multiplex Assay to Identify Dual Action Probes in a Cell Model of Huntington: Aggregate Formation (GFP) | PC12 HttQ103-GFP aggregates, Acumen cytometry, 40 h | Potency, µM (titrated, usually from 46.1 µM), for inactives: at the top dose activity change, negative = inhibition, hits mostly inhibitors | hit rate 1.1% among 220,000; further: potency means the concentration at half of the fitted maximal effect; on the % scale 0 is the no-effect control and ±100 the full control effect; nearly all actives have a fitted effect of over 60% in size
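Using laser scanning cytometry, GFP-positive aggregates were counted after lysis of PC12 cells induced with 100 nM tebufenozide to express HTT exon 1 Q103–GFP. Compounds were tested in titration.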
GAA inhib: qHTS Assay for Inhibitors of Human alpha-Glucosidase as a Potential Chaperone Treatment of Pompe Disease. Lysosomal alpha-glucosidase (Homo sapiens), P10253. hit rate 0.005% among 200,000. purified human GAA, 4-MU-alpha-glucoside fluorescence. Potency, µM (top dose mostly 76.9 µM), for the others: at the top dose activity change, negative = inhibition, hits mostly inhibitors;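 further: potency means the concentration at half of the fitted maximal effect; plate controls were uninhibited enzyme wells for no effect and no-enzyme background for full effect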
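qHTS format, compound range up to 77 uM. Human lysosomal enzyme at 4 nM, 400 uM 4-MU glucoside substrate, pH 5.0, 20 min room temperature; fluorescence after alkaline stop gives activity normalized to controls.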
GAA spleen mod: qHTS Assay for Inhibitors and Activators of Human alpha-Glucosidase From Spleen Homogenate; Lysosomal alpha-glucosidase (Homo sapiens), P10253; Potency, µM (top dose mostly 79.9 µM), for inactives: top-dose activity change, negative = inhibition, hits mostly inhibitors; human spleen homogenate, 4-MU-alpha-glucoside fluorescence; hit rate 0.006% among 240,000; AID 2112, 2009;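 further: potency means the concentration at half of the fitted maximal effect; 0% = enzyme with vehicle and -100% = no enzyme basal signal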
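Enzyme source: human spleen homogenate, 1 ug/well. Buffer 50 mM citric acid/K phosphate pH 5.0, 0.01% Tween-20. 4-MU-alpha-glucoside 1 mM; 37 C x 40 min; NaOH/glycine stop; fluorescence.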
An asterisk follows results filed as active; u = inconclusive; x = not tested or not shown; [ ] = remark or other dose. Unless noted, the call rests on the fitted dose curve; in most records, active means well fitted curve in the direction sought with a large enough effect; inconclusive means small, poorly fitted or top-dose-only effect, or another doubt; inactive means no such curve, though single readings can be large; an effect the other way counts as inactive or inconclusive.

[1] O=C(NC(=S)Nc1nc(-c2cccc([N+](=O)[O-])c2)cs1)c1ccccc1Cl
[2] CC(C)(C)NC(=S)Nc1ccc(Nc2ccccc2)cc1
[3] Cc1cc(Nc2ccc(Cl)cc2)n2nnnc2n1
[4] O=C(NCc1ccccc1)Nc1cc(Cl)ccc1Cl
[5] Cc1oc(-c2cccs2)nc1CN1CCC(c2ccccc2)CC1
entry no.	1	2	3	4	5
LMNA splice mod	x	-1%	14%	19%[46 µM]	x
CBFb RUNX1 block	-4%	u	-8%	13%	4%
GAA glycogen	0%	14µM*	11%	3%	4%
HTT cytoprotect	-74%[inhibitor]	-37%	19%	-6%[10 µM]	-23%
HttQ103 aggreg	u	-3%	-1%	4%[9.22 µM]	4%
GAA inhib	-7%	-8%	-1%	-6%	2%
GAA spleen mod	-9%	u	0%	6%	-3%

Three entries out of the list above, sorted by their value in CBFb RUNX1 block, falling:
# | Structure | CBFb RUNX1 block | GAA glycogen | HttQ103 aggreg | GAA spleen mod
5 | Cc1oc(-c2cccs2)nc1CN1CCC(c2ccccc2)CC1 | 4% | 4% | 4% | -3%
1 | O=C(NC(=S)Nc1nc(-c2cccc([N+](=O)[O-])c2)cs1)c1ccccc1Cl | -4% | 0% | u | -9%
3 | Cc1cc(Nc2ccc(Cl)cc2)n2nnnc2n1 | -8% | 11% | -1% | 0%

(more compounds)
[6] Cc1ccc(NC(=O)c2c3c(nc4ccccc24)CCC3)cc1
[7] CCc1c(C)nc(SCc2ccccn2)[nH]c1=O
[8] Cc1cc(=O)[nH]c(/N=C(\N)Nc2ccc(SC(F)F)cc2)n1
[9] Cc1ccc(N(CC(=O)Nc2ccc(F)cc2)S(=O)(=O)N2CCCC2)cc1
[10] O=C(Cn1c(=O)sc2ccccc21)Nc1ccc2c(c1)OCCO2
entry no.	6	7	8	9	10
LMNA splice mod	-1%[46 µM]	u	x	u	0%
CBFb RUNX1 block	-8%	-8%	5%	-5%	0%
GAA glycogen	1%	3%	-3%	-1%	-13%
HTT cytoprotect	-38%[inhibitor]	-8%	-4%[10 µM]	-14%	-12%[10 µM]
HttQ103 aggreg	31%	18%	-4%	4%	14%
GAA inhib	5%	5%	2%	-7%	-7%
GAA spleen mod	1%	x	-12%	-1%	-9%

[11] CCn1c(C)nc2cc(N)ccc21
[12] O=C(COC(=O)c1cc(-c2ccco2)nc2ccccc12)NCc1ccccc1
[13] Cc1ccc(N/N=C/c2cccnc2)cc1
[14] CC(=O)c1ccc(NC(=O)Cn2nc(C)c([N+](=O)[O-])c2C)cc1
[15] COCCCNC(=O)c1ccc2c(=O)n(C3CCCC3)c(=S)[nH]c2c1
entry no.	11	12	13	14	15
LMNA splice mod	x	17%	u	10%[46 µM]	6%
CBFb RUNX1 block	-4%	2%	6%	11%	4%
GAA glycogen	-4%	8%	6%	-5%	4%
HTT cytoprotect	-3%[10 µM]	-8%	-23%[10 µM]	-26%	25%
HttQ103 aggreg	-29%[9.22 µM]	11%[9.22 µM]	-14%	0%	10%
GAA inhib	x	12%	5%	8%	u
GAA spleen mod	6%	4%	-6%	5%	-6%

Structures listed so far that bear a hit mark in GAA glycogen.
entry | compound | CBFb RUNX1 block | GAA glycogen | HttQ103 aggreg | GAA spleen mod
2 | CC(C)(C)NC(=S)Nc1ccc(Nc2ccccc2)cc1 | u | 14µM* | -3% | u

The list continues.
[16] COc1ccc(CCN2C(=O)C3CC=C(C)CC3C2=O)cc1OC (stereo not drawn)
[17] CCCNC(=O)NC(=O)CSc1nnc(C)n1N
[18] CCC(/C=N/NC(=O)C(N)=O)CC
[19] COc1cc2c(cc1OC)CN(C(=O)c1cc3ccccc3oc1=O)CC2
[20] S=C(NCCCn1ccnc1)Nc1cccc(Cl)c1
entry no.	16	17	18	19	20
LMNA splice mod	1%	-5%	0%	u	x
CBFb RUNX1 block	1%	6%	7%	-2%	u
GAA glycogen	4%	7%	4%	-6%	13%
HTT cytoprotect	14%[10 µM]	1%	12%[10 µM]	-49%[inhibitor]	-16%
HttQ103 aggreg	-3%	u	-12%	1%	12%
GAA inhib	-3%	-8%	1%	-6%	5%
GAA spleen mod	4%	3%	3%	-2%	-16%

[21] Nc1ccc(C(=O)O)cc1[N+](=O)[O-]
[22] CNC(=O)NC(=O)COC(=O)c1n[nH]c2ccccc12
[23] CC(O)CNCCOc1ccccc1-c1ccccc1 (stereo not drawn)
[24] CC(C)C(c1nnnn1C1CCCCC1)N1CCc2ccccc2C1 (stereo not drawn)
[25] Cc1ccc(OCC(=O)Nc2ccc(N3CCOCC3)cc2)cc1
entry no.	21	22	23	24	25
LMNA splice mod	u	x	x	13%	17%
CBFb RUNX1 block	3%	12%	5%	0%	-8%
GAA glycogen	4%	4%	15%	21%	-4%
HTT cytoprotect	-18%	0%[10 µM]	14%	4%[10 µM]	-6%
HttQ103 aggreg	8%	3%[9.22 µM]	12%	7%	-4%
GAA inhib	-6%	-15%	2%	-1%	u
GAA spleen mod	1%	0%	-2%	0%	9%

[26] Cc1cccc(NC(=S)N2CCCCC2c2cccnc2)c1C (stereo not drawn)
[27] COC(=O)[C@@]1(Cc2ccccc2)[C@H]2c3cc(C(=O)N(C)C)n(Cc4ccc(OC)c(OC)c4)c3C[C@H]2CN1C(=O)c1ccccc1
[28] Cc1nn(-c2cc(N(S(C)(=O)=O)S(C)(=O)=O)c(Cl)cc2Cl)c(=O)n1C
[29] CCOC(=O)C1(Cc2ccccc2)CCN(Cc2nccn2CC)CC1
[30] COc1ccc(CN(C)C(c2ccccc2)c2nnnn2-c2ccccc2C)c(OC)c1C (stereo not drawn)
entry no.	26	27	28	29	30
LMNA splice mod	x	x	-5%	x	5%[0.0737 µM]
CBFb RUNX1 block	6%	-5%	22%	-10%	0%
GAA glycogen	1%	x	-16%	-11%	6%
HTT cytoprotect	7%[10 µM]	13%	x	13%[10 µM]	4%
HttQ103 aggreg	-3%[9.22 µM]	x	21%	-9%[9.22 µM]	-10%
GAA inhib	-1%[15.4 µM]	x	-10%	x	13%
GAA spleen mod	7%	1%	-1%	-3%	-8%

[31] CCOC(=O)CSc1nc2nc(C)cc(C)n2n1
[32] COC(=O)c1sccc1NC(=O)C1C2C=CC(C2)C1C(=O)O (stereo not drawn)
[33] c1ccc2c(c1)ncn2-c1ccc(-c2ccnc(-c3ccncc3)n2)cc1
[34] Cc1sc(NC(=O)CSc2nc(N)cc(N)n2)c(C#N)c1C
[35] Cc1ccc(Cl)cc1N1CCN(C(=O)c2ccc(CN3CCOCC3)cc2)CC1
entry no.	31	32	33	34	35
LMNA splice mod	-10%	-1%	-3%	x	-8%
CBFb RUNX1 block	9%	3%	4%	-1%	-4%
GAA glycogen	5%	9%	-2%	4%	-6%
HTT cytoprotect	6%	-68%[inhibitor][1.9 µM]	-2%	-20%[10 µM]	8%
HttQ103 aggreg	8%	u	u	-15%[9.22 µM]	-22%
GAA inhib	4%	-9%	1%	x	-1%
GAA spleen mod	-15%	5%	-8%	-4%	0%

[36] CCCCP(=O)(CCCC)Cc1ccccc1O
[37] CCOc1ccc2nc(NC(=O)COc3ccc(N(C)S(=O)(=O)c4ccc(C)cc4)cc3)sc2c1
[38] CCC(=O)N(Cc1ccco1)C1CC(=O)N(c2ccccc2)C1=O (stereo not drawn)
[39] Cc1cc(Nc2ccc3c(c2)OCCO3)c2cccc(C)c2n1
[40] CCCNC(=O)COC(=O)c1ccc(N2CCCC2)c([N+](=O)[O-])c1
entry no.	36	37	38	39	40
LMNA splice mod	3%	x	-9%	9%	x
CBFb RUNX1 block	2%	21%	7%	-1%	-10%
GAA glycogen	6%	9%	-3%	1%	6%
HTT cytoprotect	11%	2%[10 µM]	x	35%[10 µM]	-22%
HttQ103 aggreg	11%	1%[9.22 µM]	6%	-17%	-3%
GAA inhib	-2%	x	-12%	-4%	-2%
GAA spleen mod	-6%	0%	-3%	6%	x

[41] O=C(CCSc1nc(-c2ccco2)cc(C(F)(F)F)n1)NCC1CCCO1 (stereo not drawn)
[42] CCN1CCN(C(=S)Nc2ccc(Cl)cc2)CC1
[43] CC1CCN(C2=C(NS(=O)(=O)c3ccc(Cl)cc3)C(=O)c3ccccc3C2=O)CC1
[44] COc1ccc(C(=O)Nc2nc(C)c3cc4c(cc3n2)OCO4)cc1
[45] CC(C(=O)N1CCc2ccccc21)N1CCc2ccccc2C1 (stereo not drawn)
entry no.	41	42	43	44	45
LMNA splice mod	22%	u	u	u	u
CBFb RUNX1 block	1%	8%	x	4%	8%
GAA glycogen	1%	5%	2%	-4%	17%
HTT cytoprotect	1%	-9%	11%[10 µM]	2%[10 µM]	8%[10 µM]
HttQ103 aggreg	-8%	24%	u	-6%	-26%
GAA inhib	-2%	0%	0%	7%	-17%
GAA spleen mod	1%	-6%	11%	4%	-2%

[46] COc1ccccc1CC(=O)Nc1cccc(C(=O)Nc2nccs2)c1
[47] CC(=O)Nc1ccc(NC(=O)/C=C/c2ccccc2)cc1
[48] CCc1nc(Nc2ccncc2)c2oc3ccccc3c2n1
[49] O=c1c2cc(F)ccc2[nH]c(=S)n1CCCN1CCOCC1
[50] CCOC(=O)c1c(C)[nH]c(C(=O)C(C)OC(=O)c2oc3ccccc3c2COC)c1C (stereo not drawn)
[51] COc1ccccc1NC(=S)N(Cc1cccnc1)Cc1ccco1
[52] Cc1ccccc1NC(=O)NCc1ccc2c(c1)OCO2
entry no.	46	47	48	49	50	51	52
LMNA splice mod	x	24%[46 µM]	u	-1%	-5%	12%[46 µM]	10%[46 µM]
CBFb RUNX1 block	0%	-7%	-9%	4%	1%	7%	-6%
GAA glycogen	13%	5%	2%	-5%	2%	-3%	22%
HTT cytoprotect	-4%[10 µM]	-20%	u	3%	1%	2%[10 µM]	-52%[inhibitor]
HttQ103 aggreg	-23%[9.22 µM]	-1%	u	17%	1%	-9%	19%[9.22 µM]
GAA inhib	x	2%	-3%	0%	-4%	-3%	u
GAA spleen mod	-7%	x	-10%	-4%	-13%	-7%	2%

High-throughput results (PubChem BioAssay)
